# HepG2 tox: HepG2 cytotoxicity, counter-screen for TGF-b inhibitors. HepG2 CAGA-GFP viability, ATP luminescence, 18 h. Potency, µM (highest dose often 46.1 µM), for inactives: at the highest dose activity change, negative = cytotoxicity, most hits filed as cytotoxic. actives 0.76% (n = 410,000). AID 588856; also: potency is read from the fitted curve at half-maximal effect; some results filed as inactive show a strong effect at the top dose
#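 CellTiter-Glo luminescence gave cytotoxicity after 18 hours at 37 degrees C. The cells were HepG2 CAGA-GFP in 1% FBS DMEM, stimulated with 500 pg/mL TGF-beta after compound addition. %Activity was normalised to no-cell wells (complete cell-killing) and DMSO (no toxicity), and curves were fitted and classified.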
# Nrf2 activator: Nrf2 pathway activation. AREc32 ARE-luciferase reporter (MCF7-derived line), luminescence, 24 h. Potency, µM (titrated, usually from 46.1 µM), without a hit: at the highest dose activation, most hits filed as activators. actives 0.31% (n = 410,000). AID 624171; also: potency is read from the fitted curve at half-maximal effect; % of control where 0% means no effect; nearly all actives have a fitted effect of over 65% in size
#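 ARE-driven firefly luciferase activity in AREc32 cells measured after a 24 hr compound exposure at 37 deg C, using Steady-Glo reagent and a 30 min room-temperature hold.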
# S2 tox: viability counter-screen for ATXN expression inhibitors. Potency, µM (doses to about 56.7 µM), actives largely listed as cytotoxic. actives 0.49% (n = 400,000). AID 651635. S2 cells (HEK-293 line with an ATXN2-luciferase reporter) viability, CellTiter-Fluor protease fluorescence, 24 h; also: potency is read from the fitted curve at half-maximal effect; nearly all actives have a fitted effect of over 40% in size
# Nrf2 block: blocks Nrf2 signaling. Potency, µM (top dose mostly 46 µM), for the others: at the highest dose activity change, negative = inhibition, most hits filed as inhibitors. actives 2.1% (n = 360,000). AID 504444. A549 ARE-Fluc reporter, luciferase luminescence, 18-24 h; also: potency is read from the fitted curve at half-maximal effect; % is scaled to controls: 0 for no effect and ±100 for the full control effect; nearly all actives have a fitted effect of over 60% in size
#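 Quantitative HTS in A549 cells stably bearing an antioxidant response element-firefly luciferase construct. Inhibition of Nrf2-driven transcription was scored by luminescence after 18-24 h of compound exposure at 37 °C.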
# CCT modulator: changes cytosolic chaperonin activity; purified chaperonin ATPase assay, HTRF ADP detection, 30 min; activity change, % (test concentration not listed), hits read low; actives 0.3% (n = 360,000); in the data active = activity change below about -30%; also: % is scaled to controls: 0 for no effect and ±100 for the full control effect
#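 First, chaperonin was dispensed at 40 nM or 20 nM final depending on batch activity. Next, compounds were pinned at 76 uM and ATP added at 10 uM. After 30 min at 37 °C, ADP detection reagents ran 30 min at ambient temperature.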
# TGFb SMAD3 inh: blocks TGF-b signaling; Potency, µM (highest dose often 46.1 µM), for the others: at the top dose activity, negative = inhibition, hits mostly inhibitors; actives 1.2% (n = 410,000); HepG2 CAGA-GFP TGF-b/SMAD3 reporter, GFP fluorescence, 18 h; TGF-beta stimulated, 500 pg/mL final; AID 588855; also: potency is read from the fitted curve at half-maximal effect; % is scaled to controls: 0 for no effect and ±100 for the full control effect; nearly all actives have a fitted effect of over 65% in size
#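 Inhibition of TGF-beta-driven CAGA-GFP reporter expression in HEPG2 cells is measured by cellular GFP fluorescence after 18 h stimulation with 500 pg/mL recombinant TGF-beta in 1% FBS medium at 37 degrees C.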
# A549 viability: kills or reduces viability of A549 cells in Nrf2 counter-screen; A549 ARE-Fluc cells, CellTiter-Fluor viability, 18-24 h; Potency, µM (titrated, usually from 46 µM), without a hit: at the highest dose activity change, negative = cytotoxicity, actives largely listed as inhibitors; actives 0.16% (n = 390,000); AID 504648; also: potency is read from the fitted curve at half-maximal effect; % is scaled to controls: 0 for no effect and ±100 for the full control effect
#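 A549 ARE-Fluc cells in 5% FBS OPTI-MEM, 5000 cells/well, rested 2 h then exposed to compounds in concentration-response for 18-24 h at 37 °C. Viability by CellTiter-Fluor fluorescence (Ex 405/Em 525) after 30 min; luciferase luminescence (BugLite, 15 min, RT) read afterwards.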
# Mm-Cpn inhibitor: inhibitors of Methanococcus maripaludis chaperonin (MmCpn); Potency, µM (highest dose often 76.9 µM), without a hit: at the highest dose activity, negative = inhibition, actives largely listed as inhibitors; AID 504842; purified Mm-Cpn ATPase, ADP Transcreener TR-FRET; actives 0.031% (n = 330,000); also: potency is read from the fitted curve at half-maximal effect; % is scaled to controls: 0 for no effect and ±100 for the full control effect; nearly all actives have a fitted effect of over 80% in size
#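 Purified archaeal chaperonin (25 nM final) was preincubated with compound for 10 min at 37°C, then ATP (10 uM final) was added for 30 min at 37°C in Tris pH 7.4/KCl/MgCl2/DTT buffer. ADP was quantified by HTRF Transcreener TR-FRET.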
# pAkt inh: Akt phosphorylation inhibition; actives 0.32% (n = 360,000); AID 651550; activity change, % for hits at 50 µM; Neuro2A IGF-stimulated pAkt S473 HTRF, 20 min; stronger effect = lower value; in the data active = activity change below about -80%; inconclusive = mostly about -51% to -80%; also: % is scaled to controls: 0 for no effect and ±100 for the full control effect
#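 Neuro2A cells in DMEM with 0.5% FBS, overnight at 37 deg C, given compound at single 50 µM final, then IGF (6 nM final) for 20 min at 37 deg C. Lysed; phospho-Akt Ser473 by HTRF after 24 h, 665/615 ratio.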
# * hit, by the source's call; i = inactive; ? = inconclusive; . = no result given; [ ] = dose if it differs, or a comment. Unless noted, calls follow the shape of the dose curve; as a rule, active = well fitted curve in the direction sought with a large enough effect; inconclusive = small, poorly fitted or top-dose-only effect, or another doubt; inactive = no such curve, though single readings can be large; an effect the other way counts as inactive or inconclusive. Rows are unselected. Share with any hit: about 4.4%.
# Values run as follows: HepG2 tox	Nrf2 activator	S2 tox	Nrf2 block	CCT modulator	TGFb SMAD3 inh	A549 viability	Mm-Cpn inhibitor	pAkt inh
O=C(CCC1COc2ccccc2O1)NCc1ccccc1 (stereo unspecified)
    10.4%	-0.5%	i	9.4%	-2.3	-24.6%	8.9%	1.1%	i
O=S(=O)(/C=C/c1ccccc1)N1CCNCC1
    -4.3%	-0.1%	i	27.7%	-0.2	13.3%	1.6%	1.8%	i
O=C(Cc1ccccc1)N[C@@H]1c2ccccc2CC[C@@H]1OCc1ccccc1
    -37.0%	-0.1%	i	-1.8%	-0.9	-19.9%	17.5%	0.3%	i
CCN(CC)C(=O)CN1C(=O)COc2ccc(S(=O)(=O)N3CCOCC3)cc21
    -18.9%	0.3%	i	10.8%	.	-3.7%	-5.9%	.	.
CC1=CN2C(=NC(=O)CC2(C)C(=O)N(CC(=O)NC2CCCC2)c2ccccc2C)C=C1 (stereo unspecified)
    7.2%	0.3%	i	-15.6%	-2.6	1.5%	-1.5%	-3.9%	i
COc1ccc(CC(=O)Nc2cccc(-c3nnc(-c4cccc(C)c4)o3)c2)cc1OC
    1.3%	0.3%	?	?	1.3	0.0%	-10.8%	-2.1%	i
C/C(=N\NC(=O)CCC(=O)Nc1ccccc1)c1cccs1
    5.4%	11.4%	i	5.5%	0.3	0.0%	-3.1%	1.1%	i
CN(C)S(=O)(=O)c1ccc(C(=O)N2CCC(c3nc4ccccc4o3)CC2)cc1
    -19.6%	0.1%	i	-16.9%	-1.4	0.0%	-22.6%	0.1%	i
O=C(O)C1CCN(C(=O)Cc2ccccc2)CC1
    0.6%	-0.2%	i	-11.5%	0.2	5.7%	0.3%	0.6%	i
CCCCOc1ccc(N2CC(C(=O)NCc3ccco3)CC2=O)cc1 (stereo unspecified)
    -3.2%	-0.8%	i	24.8%	2.4	-17.4%	1.6%	1.6%	i
O=c1cc2c(nn1Cc1ccc(F)cc1)-c1ccccc1CC2
    -33.7%	-0.1%	i	-21.5%	-1.0	-18.8%	20.3%	-10.4%	i
Cc1ccc(CN2CCNC(=O)C2CC(=O)N(C)C2CCOCC2)cc1 (stereo unspecified)
    -14.3%	0.7%	i	3.1%	0.3	?	1.7%	-0.8%	i
COc1ccc(CCNC(=O)c2c(Nc3ccccc3C)sc(C(=O)c3ccccc3)c2N)cc1OC
    -39.1%	-0.5%	?	.	.	?	-13.1%	.	.
Cn1c(=O)c2c(nc(SCC(=O)N3c4ccccc4CCc4ccccc43)n2C)n(C)c1=O
    -1.0%	-0.7%	i	?	-0.1	2.4%	6.5%[1.84 µM]	-0.9%	i
CCOC(=O)C1CCN(S(=O)(=O)c2cn(C)c(C)n2)CC1
    14.7%	-0.3%	i	8.1%	-2.4	9.9%	2.2%	1.5%	i
CCOC(=O)c1cc(-c2ccccc2)n(CCCC(=O)Nc2ccc(C)cc2Cl)c1C
    -26.5%	-0.1%	.	.	.	-13.8%	2.1%	.	.
CC(NC(=O)c1ccccc1Br)c1ccc2c(c1)CCCC2 (stereo unspecified)
    -0.2%	-0.9%	i	6.2%	0.4	6.7%	8.9%	0.9%	i
CCCc1nc2ccc(C(=O)OC)cn2c1Cc1ccccc1C(F)(F)F
    -36.9%	24.6%	.	.	0.1	?	.	.	i
Cc1cccc2cn[nH]c12
    -0.2%	-0.3%	i	?	1.6	11.6%	-0.1%	2.7%	i
CCOc1ccc(C2C(C(=O)c3ccc(C)o3)=C(O)C(=O)N2c2cc(C)on2)cc1OC (stereo unspecified)
    2.3%	0.3%	i	4.2%	-2.3	2.3%	-15.2%	-3.2%	i
COc1cccc(OC)c1C(=O)Nc1ccc(C(=O)NCc2ccccc2)cc1
    4.1%	-0.8%	i	0.6%	-1.9	5.5%	0.8%	0.2%	i
COc1cccc(NC(=S)Nc2cccnc2)c1
    2.7%	3.2%	i	-4.5%	-0.7	-7.1%	-8.6%	0.6%	i
CNC(=O)Nc1ccc2snnc2c1
    -22.1%	0.4%	i	11.2%	-2.2	?	15.6%	?	i
CC(C)CCNC(=O)c1cc2cc(S(=O)(=O)N3CCCCC3)ccc2n1C
    -16.6%	-0.5%	.	.	.	-12.7%	-4.9%	.	.
O=C(CSc1nc2ccccc2o1)NCc1n[nH]c(=O)c2ccccc12
    -1.0%	?	i	?	1.2	31.9%[activator]	18.3%	1.1%	i
CCc1ccc(NC2=NC(C(=O)c3ccccc3)CC(=O)N2)cc1 (stereo unspecified)
    -19.0%	0.0%	i	.	1.3	10.2%	-5.3%	4.3%	i
Cc1cccc(N(C)c2nc3ccccc3c3nnc(C)n23)c1
    -30.8%	2.8%	.	13.9%	.	?	7.3%	.	.
CCn1c2ccccc2c2nnc(SCCN3CCOCC3)nc21
    -22.1%	3.5%	i	-12.8%	-4.9	0.2%	4.5%	-2.7%	i
COc1ccc(-c2cc(NC(C)=O)c3ncc(-c4ccc(F)cc4)n3c2)cc1OC
    -27.3%	1.3%[9.22 µM]	i	.	-1.6	-12.6%	.	.	i
COc1cc(N/N=C(\C)c2ccc(O)c(C)c2)nc(-c2ccccc2)n1
    -127.9%	3.6%	i	-4.7%	-1.2	?	-5.2%	0.4%	i
Clc1ccc(C[n+]2cc(-c3ccc(Cl)cc3)n3c2CCC3)cc1
    -4.1%	-0.1%	i	-5.7%	1.1	-11.1%	-15.1%	-1.0%	i
Cc1cccc(N2CCN(C(=O)C(Cc3ccccc3)n3cccc3)CC2)c1C (stereo unspecified)
    -26.9%	-0.3%	i	-1.8%	-3.3	?	-0.6%	-1.9%	i
Cc1ccc(NC(=S)N2CCN(c3ccccn3)CC2)cc1C
    -18.2%	2.7%	i	-4.9%	-0.2	?	-5.0%	0.4%	i
CN1C2C=C3C(C#N)=C(N)C(C#N)(C#N)[C@@H](c4ccsc4)[C@@H]3C1CC2 (stereo partly specified)
    -0.5%	7.2%	i	6.1%	-1.6	-28.6%	-2.9%	-2.4%	i
COc1cc(OC)cc(C(=O)NCC(=O)OCC(=O)/C=C2/N(C)c3ccccc3C2(C)C)c1
    -42.6%	0.4%	?	?	-0.8	-14.1%	-5.1%	?	i
OCCNc1nc2ccc(Cl)cc2[nH]1
    -4.5%	0.5%	i	5.9%	0.9	-3.8%	-8.8%	-6.4%	i
COc1ccccc1N1CCN(CC(O)COc2ccc3c(C)cc(=O)oc3c2)CC1 (stereo unspecified)
    -20.9%	0.2%	?	-14.7%	0.4	-8.6%	0.2%	-0.1%	i
Cc1onc(-c2ccccc2)c1C(=O)N1CCN(S(=O)(=O)c2ccc(OC(F)(F)F)cc2)CC1
    -2.8%	0.0%	i	?	-0.4	-5.8%	15.8%	-3.0%	i
Cc1ccc(C(C)C)cc2c(C)ccc1-2
    -19.4%	-1.0%	i	-3.3%	1.1	6.8%	-2.5%	.	i
Cc1ccc2c(C)[nH]c(=O)cc2c1
    -9.0%	-0.1%	?	3.3%	-0.9	-6.5%	-9.6%	0.4%	i
O=C(Cc1c[nH]c2ccccc12)N1CCc2ccccc21
    -2.1%	3.0%	i	11.5%	-3.9	3.1%	-1.7%	-4.5%	i
CCN1C(=O)[C@H]2[C@@H](c3ccc(-c4ccc5c(c4)OCO5)c(OC)c3)N[C@@](CC(C)C)(C(=O)OC)[C@H]2C1=O
    -22.9%	5.0%	i	-33.8%	-3.0	-3.8%	0.8%	-20.0%	i
COc1ccc(OC)c(S(=O)(=O)Nc2cccc3ccccc23)c1
    0.2%	6.1%	i	5.6%	-5.7	9.5%	12.1%	.	i
O=C(NCc1ccc(Cl)nc1)c1ccc2nc([C@@H]3O[C@H](CO)[C@H](O)[C@H](O)[C@H]3O)[nH]c2c1
    2.7%	0.4%	i	.	1.5	-4.9%	.	.	i
Cc1cccc(OCCC(=O)Nc2ccc(S(=O)(=O)N3CCCC3)cc2)c1
    -9.0%	2.7%	i	.	-4.1	8.2%	-6.9%	2.0%	i
CCC(=O)Nc1ccccc1-c1nc2ccccc2n(C(C)C(=O)Nc2cccc(Cl)c2C)c1=O (stereo unspecified)
    -4.6%	0.3%	.	?	.	?	7.1%	.	.
C(=C\c1cc(/C=C/c2ccccc2)ncn1)/c1ccccc1
    -17.3%	4.0%	i	?	0.4	-0.6%	5.7%	1.6%	i
O=C(CCc1ccccc1)NNC(=O)Nc1ccccc1
    2.4%	-0.4%	?	18.2%	-0.7	13.7%	-1.8%	2.8%	i
Cc1ccc(C)n1NC(=O)c1ccco1
    -1.7%	6.3%	i	25.4%	1.3	-4.6%	14.3%	-10.4%	.
CC(C)OC1(c2ccccc2)OC(=O)c2ccccc21 (stereo unspecified)
    -3.0%	-0.7%	i	12.8%	0.7	10.0%	-6.7%	-0.8%	i
O=C(CC(=O)N/N=C/c1ccc(Cl)cc1Cl)NCc1ccccc1
    -6.2%	2.1%	i	-10.4%	-2.3	-10.4%	-3.9%	-2.4%	i

# High-throughput results (PubChem)
